PKA-R1A act: PKA-R1A complex activation. P00514+P68181. PKA-R1A dissociation, Cy5-IP20 fluorescence polarization; scaled: DMSO 0%, 113 µM cGMP 100%. activation, % at 11.4 µM. hit rate 0.083% among 340,000;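 active = percent activation above the mean of all tested compounds plus 3 SD, cut at about 19% in these data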;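 note: higher means more PKAc released from R1A so a rise in polarization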
MOR-DOR inv ag: mu-delta opioid heterodimer inverse agonism; cell-based MOR-DOR heterodimer luminescence; inhibition, % at 9.3 µM; hit rate 0.21% among 340,000; AID 504357; in the data active = inhibition above about 22%, passing the limit was not always enough;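 note: 0% = cells with DMSO and 100% = wells without cells with DMSO; values of inactives mirror those of a sister screen read the other way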
DAGLB inh: diacylglycerol lipase beta (human) inhibition. Q8NCG7. hit rate 0.059% among 340,000. inhibition, % at 5.17 µM. HEK293T DAGLB membrane lysate, EnzChek fluorogenic substrate; in the data active = inhibition above about 34%;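 note: 0% = enzyme with vehicle and 100% = wells lacking enzyme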
Target sequence (Q8NCG7 whole entry, looked up): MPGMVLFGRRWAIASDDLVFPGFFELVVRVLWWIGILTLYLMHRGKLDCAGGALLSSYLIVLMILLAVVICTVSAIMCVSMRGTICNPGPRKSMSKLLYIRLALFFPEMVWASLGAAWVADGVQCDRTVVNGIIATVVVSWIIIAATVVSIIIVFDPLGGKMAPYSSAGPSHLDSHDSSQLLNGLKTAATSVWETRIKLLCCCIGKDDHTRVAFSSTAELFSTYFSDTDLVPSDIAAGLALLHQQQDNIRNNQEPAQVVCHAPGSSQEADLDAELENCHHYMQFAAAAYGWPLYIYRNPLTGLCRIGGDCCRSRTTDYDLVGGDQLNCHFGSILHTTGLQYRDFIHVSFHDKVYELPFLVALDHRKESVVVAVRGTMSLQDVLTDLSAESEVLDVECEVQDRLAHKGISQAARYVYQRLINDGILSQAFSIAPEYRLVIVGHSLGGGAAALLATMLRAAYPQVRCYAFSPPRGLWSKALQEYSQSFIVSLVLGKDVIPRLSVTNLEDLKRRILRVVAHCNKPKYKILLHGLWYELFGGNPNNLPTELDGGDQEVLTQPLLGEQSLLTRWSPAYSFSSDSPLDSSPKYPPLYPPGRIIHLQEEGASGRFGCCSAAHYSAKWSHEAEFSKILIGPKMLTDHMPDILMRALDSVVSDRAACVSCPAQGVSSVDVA
DSG3 Ab inh: human desmoglein-3 autoantibody binding inhibition; P32926; DSG3-coupled beads, scFv-anti-DSG3-GFP binding, flow cytometry; hits give low values; binding (percent of control), % at 10 µM; hit rate 0.48% among 310,000; AID 588358;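 active = binding more than 3 SD below its plate's average and above zero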;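 note: hits lower antibody fragment binding to DSG3; some compounds called inactive have numbers as strong as hits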
MOR-DOR ag: agonists of human mu-delta opioid receptor heterodimerization; cells, OPRM1-OPRD1 heterodimerization, luminescence; activation, % at 9.3 µM; hit rate 0.3% among 340,000; in the data active = activation above about 18%;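 note: 0% = vehicle-treated cells and 100% = reference agonist; values of inactives mirror those of a sister screen read the other way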
Arr AP2 block: blocks beta-arrestin peptide binding to AP2 adaptin | FITC-arrestin peptide / GST-AP2 beads, flow cytometry; AP2 beta2 appendage carries R879A mutation | inhibition, % at 10 µM | hit rate 0.31% among 340,000 | AID 504490;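 active = inhibition above a set limit, near 3 SD of compounds lacking own fluorescence, cut at about 54% in these data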;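 note: plate controls were DMSO wells for no effect and 5 µM unlabelled arrestin peptide for full effect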
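Measured by: flow cytometry, FL1 (488/535 nm); Material: AP2 appendage R879A on GSH beads; Evaluation: percent response; Timing: pre-incubation 12 min, peptide binding 1 h, room temperature; Also added: 50 nM FITC-arrestin peptide; Medium: PBS with 0.05% Tween 20 and 0.1% BSA.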
HTR5A ag ctr: activates human HTR5A in OPRM1-OPRD1 agonist counter-screen; AID 504692; activation, % at 9.3 µM; hit rate 0.61% among 340,000; HTR5A agonist assay, luminescence, cell-based; P47898; in the data active = activation mostly above about 9.5%, no sharp cut-off; inactive = mostly below about 7.6%;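 note: 0% = cells with vehicle only and 100% = reference agonist; strong numbers were not always called active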
PKA-R2B activ: PKA-R2B complex activation; P22694+P31323; PKA-R2B holoenzyme dissociation, Cy5-IP20 fluorescence polarization; R2B truncated from residue 108, S112A mutant; 0% DMSO only, 100% 113 µM cGMP; activation, % at 11.4 µM; hit rate 0.079% among 340,000; AID 504700;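 active = activation above a cutoff set at the mean over all compounds plus 3 SD, cut at about 18% in these data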;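 note: higher means more holoenzyme dissociation and a rise in polarization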
HTR5A inv ag: counter-screen for OPRM1-OPRD1 inverse agonists: human HTR5A inverse agonism; HTR5A cell line, luminescence; hit rate 0.083% among 340,000; P47898; inhibition, % at 9.3 µM; in the data active = inhibition mostly above about 23%, no sharp cut-off; inactive = mostly below about 18%;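 note: 0% = cells with DMSO and 100% = no-cell wells with DMSO; some compounds called inactive have numbers as strong as hits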
V-ATPase pHluor: regulators of yeast V-ATPase proton transport | response, % at 10 µM | S. cerevisiae, pHLuorin cytosolic pH fluorescence | AID 504577 | hit rate 0.37% among 350,000; in the data active = response mostly above about 7.3%, no sharp cut-off; inactive = mostly below about 5.4%; note: actives read high; inactives centre near 0; some compounds called inactive have numbers as strong as hits; reference of the scale not given here
* = called active by the depositor; / = no result given.

Under each structure: PKA-R1A act	MOR-DOR inv ag	DAGLB inh	DSG3 Ab inh	MOR-DOR ag	Arr AP2 block	HTR5A ag ctr	PKA-R2B activ	HTR5A inv ag	V-ATPase pHluor
COc1cccc(C=Nc2cc(C(C)C)c(O)cc2C)c1O
    -2.8	-11.7	2.1	/	2.4	10.2	-1.8	-6.6	6.9	-6.4
CCOC(=O)C1=CCN(Cc2ccccc2)CC1
    -0.5	10.8	-0.9	113.5	-2.1	-6.3	5.2	-4.3	-14.4	4.8
O=C(NCc1ccc(Cl)cc1)C1CCCCN1S(=O)(=O)c1ccccc1 (configuration not stated)
    -3.2	11.5	-1.2	/	-1.8	-1.5	-2.0	-10.0	2.1	3.1
CCc1cc(C(=O)OC)c(NC(=O)CC2SC(N)=NC2=O)s1 (configuration not stated)
    1.8	-1.1	-1.8	106.0	0.1	-0.2	-2.0	-18.6	5.7	4.3
Fc1ccc(OCc2cc(-c3ccccc3)no2)cc1
    9.7	-15.2	-20.9	99.8	3.0	10.0	1.9	1.5	-7.2	5.6
C(#Cc1ccccc1)C[N+]1(CC#Cc2ccccc2)CCCCC1
    3.7	12.5	1.5	99.4	-2.4	-4.6	-0.8	-2.2	-6.3	-4.3
Cc1nc2cc(C)c(C)cc2o1
    1.2	20.0	-1.4	93.3	-3.9	25.7	2.2	7.9	-8.6	-2.5
Cc1cnc(NC(=O)CSc2nnc(Cc3ccccc3)o2)s1
    -9.9	12.8	-0.9	/	-2.4	13.3	1.0	4.7	14.7	-0.8
CCn1nc(NS(=O)(=O)c2ccc([N+](=O)[O-])cc2)c2cc3cc(C)ccc3nc21
    -4.9	8.9	15.5	101.4	-1.7	-3.1	-0.1	-3.8	-9.9	7.1
CN(Cc1ccccc1)C(=O)c1cccc(NC(=O)Cc2cccc(NC(=O)C3CCN(C(=O)c4ccccc4)CC3)c2)c1
    -11.2	10.0	0.2	102.6	-2.1	-2.9	-4.9	-10.3	17.0	3.1
Cc1[nH]c2ccccc2c1C(=O)COC(=O)CCS(=O)(=O)c1ccccc1Cl
    -2.1	10.8	-1.4	127.4	-2.0	-4.7	0.9	-2.2	-32.2	-4.0
Cc1csc2nc(CCNS(=O)(=O)c3ccc4c(c3)OCCO4)cn12
    1.3	1.9	1.8	84.1	-0.3	5.0	-0.8	6.3	15.5	-2.8
Cn1c(N)c(C(=O)COC(=O)/C=C/c2ccccc2Cl)c(=O)n(C)c1=O
    -2.2	4.8	1.0	104.7	-1.2	5.0	3.1	-1.2	5.9	3.2
Cc1ccc(COC(=O)c2ccc3c(c2)C(=O)N(CCCN2CCOCC2)C3=O)cc1
    -4.0	8.8	0.2	101.8	-1.9	42.9	0.7	-6.0	-2.0	2.2
COc1ccc(OC)c(C2=NOC(C(=O)Nc3cccc(C(C)=O)c3)C2)c1 (configuration not stated)
    2.1	-1.6	1.0	107.0	0.3	16.1	7.2	2.3	14.3	/
CCOC(=O)NC(=O)/C(C#N)=N\Nc1cccc(Cl)c1
    -3.0	19.7	8.2	97.1	-3.8	0.7	-1.5	-0.2	-35.3	-0.3
C[C@H]1CN([C@@H](C)CO)C(=O)CCCn2nncc2CO[C@H]1CN(C)C(=O)C1CC1
    -8.6	/	1.7	/	/	/	/	0.5	/	0.4
O=C(CNC(=O)c1ccc(Br)o1)NC12CC3CC(CC(C3)C1)C2
    5.7	8.4	-0.9	/	-1.6	-1.7	3.2	6.3	-7.3	1.4
CCc1ccc(NC(=O)c2cc3c(C)nc4ccccc4c3o2)cc1
    -5.6	-12.9	-0.8	87.1	2.0	0.6	3.9	-6.9	-9.6	-14.3
COc1ccc(S(=O)(=O)NCC(c2ccco2)N2CCc3ccccc32)cc1 (configuration not stated)
    -10.7	-5.8	-2.5	102.3	0.9	2.5	13.2	-8.3	-36.3	-0.7
Cc1ccc(C)c(NC(=O)CCc2nnc3ccc(N4CCCCC4)nn23)c1
    -1.1	-3.2	-6.1	109.0	0.6	19.2	-1.2	-2.7	-7.8	9.7
COc1cccc(NC(=O)C2CCN(S(=O)(=O)c3ccc4c(c3)N(C(C)=O)CCO4)CC2)c1
    -7.3	9.0	1.0	/	-1.7	20.7	0.2	-10.2	-28.9	-1.8
Cc1ccc(S(=O)(=O)C(C#N)=C2N(C)c3ccccc3N2C)cc1
    -14.9	12.7	0.0	114.4	-2.7	-11.1	-5.1	-10.1	12.6	3.3
CN1C(=O)NC(NS(=O)(=O)c2ccc(N)cc2)(C(F)(F)F)C1=O (configuration not stated)
    -0.5	18.9	-1.8	103.1	-3.9	3.2	5.6	-1.7	-10.9	-0.9
CCO[C@H]1OC(C(=O)NC2CC2)=C[C@@H](C2CC2)[C@@H]1CCCO
    7.3	0.7	-2.6	101.8	-0.1	-4.9	-0.2	6.9	7.3	-0.3
CC(C)NC(=O)CN1CCN(Cc2nc(-c3cccs3)no2)CC1
    1.8	11.7	-1.1	98.2	-2.2	2.0	0.1	-2.8	2.0	-1.3
COC(=O)c1ccc(CSc2nc3c(c(=O)n2-c2ccc(C)cc2)SCC3)o1
    -13.6	12.7	-1.7	100.6	-2.2	-4.8	5.5	-0.1	4.8	-2.3
COc1ccc2ccc(OC)c(/C=N/NC(=O)c3cc4ccccc4o3)c2c1
    -12.1	/	-4.4	100.5	/	/	/	-2.9	/	-1.0
CC(=O)NC(Cc1c[nH]c2ccccc12)C(=O)O (configuration not stated)
    -1.4	8.6	-3.1	101.2	-1.7	0.5	-2.4	1.4	19.5	-0.9
CCOC(=O)c1c(-c2cccc(C)c2)csc1NC(=O)c1c(-c2ccccc2)noc1C
    4.4	17.8	-16.5	101.0	-3.6	28.0	-1.6	-2.4	3.4	-1.9
CC(Sc1nc2cc(Cl)ccc2s1)C(=O)Nc1cccc(S(=O)(=O)N2CCOCC2)c1 (configuration not stated)
    -12.5	-21.1	-2.5	101.8	4.0	-0.5	1.8	1.6	-4.6	-0.2
O=S(=O)(NC1CC1)c1ccc(S(=O)(=O)N(Cc2ccccn2)C2CC2)cc1
    -4.2	7.7	2.8	102.0	-1.6	35.6	3.8	-1.6	-11.2	-2.9
Cc1cc(C)cc(N(CC(=O)N2CCOCC2)S(=O)(=O)c2ccccc2)c1
    -0.8	3.2	0.5	104.6	-0.7	23.1	3.2	8.6	-0.3	-5.0
CSc1nc(Cl)cc(Nc2ccccc2N)n1
    11.4	14.0	-1.3	100.5	-2.7	52.0	0.2	-2.0	-25.5	0.8
CCOC(=O)CNC(=O)CSc1nnc(Cn2cnc3ccccc32)n1C
    -0.1	10.3	0.7	/	-1.6	-13.5	-0.2	9.9	-1.9	3.0
CC1(C)CC(=O)/C(=C(/O)Cc2ccccc2)C(=NCCc2ccccc2)C1
    -3.3	4.4	-3.4	106.4	-0.8	3.0	5.8	-4.6	6.3	-0.1
CC(C)c1cccc(C(C)C)c1NC(=O)CNCC(O)c1ccccc1 (configuration not stated)
    1.0	8.8	-0.3	106.8	-1.9	2.1	8.2	2.4	-31.9	0.3
COc1ccc(CNC(=O)c2ccc(NS(=O)(=O)c3c(C)noc3C)cc2)cc1
    -4.1	12.1	1.9	94.2	-2.2	0.9	0.7	-11.7	-33.8	-1.7
Cn1cc(Cl)c(C(=O)Nc2nc3ccc(Cl)cc3s2)n1
    0.8	-1.3	-1.9	106.6	0.2	5.1	6.2	-14.7	-15.9	-0.7
Cc1cccc(NC(=O)/C(C#N)=C/c2cn(CC(=O)NCc3ccco3)c3ccccc23)c1C
    -1.9	-14.5	26.6	152.7	2.6	8.6	0.8	-7.6	-16.3	1.9
CCCCN(C(=O)c1ccc(N2CCCC2=O)cc1)c1c(N)n(Cc2ccccc2)c(=O)[nH]c1=O
    -18.0	6.6	1.0	101.6	-1.0	7.3	-0.8	5.8	2.3	-1.3
N/C(CN1CCSCC1)=N\OCc1c(F)cccc1Cl
    4.6	3.0	-6.7	104.1	-0.6	29.8	-3.6	0.2	-7.1	-1.9
CCc1cccc2c(C(=O)CSc3nnc(C4CC4)o3)c[nH]c12
    0.8	-0.1	-0.1	102.1	0.0	-8.6	1.2	4.3	-2.9	-2.6
CCN(CC)C(=O)Cn1cnc2sc(C)c(S(=O)(=O)N3CCC(C)CC3)c2c1=O
    10.1	-9.6	-0.7	95.6	1.2	2.8	2.4	2.0	-7.2	-0.6
CCC1=Nc2cc(C(=O)O)ccc2Sc2ccc(Cl)cc21
    -5.3	14.1	4.6	104.7	-2.7	-1.6	2.6	-1.3	-7.2	0.3
COc1ccc(S(=O)(=O)N2C[C@H]3CON(C)[C@H]3C[C@H]2c2ccc(-c3cc4ccccc4o3)cc2)cc1
    -12.7	/	-4.6	101.0	/	/	/	-7.6	/	0.6
O=C(Nc1ccc(F)cc1)C1CCN(C(=O)c2ccc(F)cc2)CC1
    1.4	13.8	-2.3	102.2	-2.6	-3.2	-2.6	-7.1	9.3	2.4
CN(CCC(=O)c1ccccc1)CCC(=O)c1ccccc1
    -8.2	4.1	0.8	106.0	-0.7	-13.3	-1.2	5.1	4.6	-1.5
Oc1c(/C=N/c2ccccn2)sc2ccccc12
    7.0	-18.3	-1.5	90.0	3.6	4.6	-2.5	-12.5	-13.1	0.2

2 successive records from above, for reference:
Under each structure: PKA-R1A act	MOR-DOR inv ag	DAGLB inh	DSG3 Ab inh	MOR-DOR ag	Arr AP2 block	HTR5A ag ctr	PKA-R2B activ	HTR5A inv ag	V-ATPase pHluor
CC(Sc1nc2cc(Cl)ccc2s1)C(=O)Nc1cccc(S(=O)(=O)N2CCOCC2)c1 (configuration not stated)
    -12.5	-21.1	-2.5	101.8	4.0	-0.5	1.8	1.6	-4.6	-0.2
O=S(=O)(NC1CC1)c1ccc(S(=O)(=O)N(Cc2ccccn2)C2CC2)cc1
    -4.2	7.7	2.8	102.0	-1.6	35.6	3.8	-1.6	-11.2	-2.9

High-throughput results: PubChem BioAssay, several laboratories
